Assay outcomes as filed in PubChem.
HePTP inh: inhibitors of human HePTP phosphatase. P35236. recombinant HePTP phosphatase activity, OD absorbance. inhibition, % at 20 µM. 0.64% of 110,000 active. AID 521; in the data active = inhibition above about 50%;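 note: plate controls were vehicle for no effect and reference inhibitor for full effect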
Target sequence (P35236 whole entry, looked up): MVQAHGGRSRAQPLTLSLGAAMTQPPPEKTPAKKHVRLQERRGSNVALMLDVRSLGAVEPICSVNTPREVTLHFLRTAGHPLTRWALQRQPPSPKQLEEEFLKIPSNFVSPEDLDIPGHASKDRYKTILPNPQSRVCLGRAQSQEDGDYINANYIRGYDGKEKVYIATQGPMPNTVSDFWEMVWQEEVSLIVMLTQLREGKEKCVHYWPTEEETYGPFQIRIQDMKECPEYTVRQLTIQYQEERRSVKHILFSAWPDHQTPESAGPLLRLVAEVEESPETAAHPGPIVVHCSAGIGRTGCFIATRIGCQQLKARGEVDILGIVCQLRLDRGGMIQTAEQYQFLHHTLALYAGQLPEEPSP
BAP1 inh: human BAP1 deubiquitinase inhibition. Q92560. recombinant BAP1, Ub-AMC hydrolysis fluorescence kinetic; stronger effect = lower value. activity remaining (% of control), % at 20 µM. 0.48% of 72,000 active. AID 436;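 active = activity remaining at or below 50% of control, provided the compound also passes the data quality filters; inactive = the rest, including low values that fail the filters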;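 note: 100% = DMSO wells rate and 0% = substrate alone blank rate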
* marks the source's active call; other numbers are inactive results; · = not tested or not shown; & = joins results of further samples.

Order of results: HePTP inh	BAP1 inh
O=C1NC(=S)S/C1=C/c1ccccc1Sc1ccc(Cl)cc1
  4	·
COc1cc(Cn2c(-c3nonc3N)nc3ccccc32)ccc1C
  0	66
COCCn1c(-c2ccccc2F)n[nH]c1=S
  -10	64
Cc1ccc2oc3c(c(=O)c2c1)C(c1cccc(O)c1)N(c1ccccn1)C3=O (centres undefined)
  -1	65
Cc1ccc(C(=O)N2C(=O)C(c3ccccc3)Oc3ccccc32)cc1 (centres undefined)
  ·	136
CCOc1ccc(-c2nn[nH]n2)cc1
  2	91
CCOC(=O)c1ccc2[nH]c3c(c2c1)CCCC3=O
  -18	·
Nc1nc2ccccc2nc1N
  6	·
CN1C/C(=C\c2cccnc2)C(=O)/C(=C/c2cccnc2)C1
  -9	·
COc1ccccc1N1C(=O)c2ccc(C(=O)COC(=O)c3ccccc3)cc2C1=O
  ·	94
COc1c(Cl)cc(C(=O)Nc2ccc(F)c([N+](=O)[O-])c2)cc1Cl
  5	·
CC(C)COC(=O)c1ccc(NC(=O)CCN2C(=O)c3ccccc3C2=O)cc1
  ·	79
CC(C)CCNC(=O)C(=O)Nc1nccs1
  7	·
O=C(CCN1CCCCCC1)c1ccccc1
  12	·
N=c1n(CC(=O)O)c2ccccc2n1Cc1ccc(Cl)cc1
  -4	·
COc1cc2ccccc2cc1C(=O)Nc1cccc([N+](=O)[O-])c1
  -2	·
Cc1cc(C)n2nc(CC(=O)NC3CCCCCC3)nc2n1
  6	97
Cc1ccc(NC(=O)CCCC(=O)O)c(Br)c1
  -4	114
COc1cccc(CNC(=O)c2ccccc2N)c1
  10	341
CCOC(=O)c1ccc(NC(=O)c2ccc(N)cc2)cc1
  ·	73
Cc1cc(C)nc(/N=C(/NC(=O)c2ccc(F)cc2)Nc2ccccc2)n1
  ·	150
CCN1C2=C(C(=O)CCC2)C(c2ccc(O)c(Br)c2)C2=C1CCCC2=O
  7	80
O=C(Nc1ccccc1C(F)(F)F)N1CCC(n2c(=O)[nH]c3ccccc32)CC1
  4	98
Cc1cccc(OCCCC(=O)Nc2ccc(S(=O)(=O)Nc3onc(C)c3C)cc2)c1C
  10	56
O=C(Nc1ccc(I)cc1Cl)c1ccccc1Cl
  5	·
Cc1cc(C)cc(OCC(=O)N2CCN(c3ccc([N+](=O)[O-])cc3)CC2)c1
  -2	·
CC(=O)N/N=C/c1cccc(C(F)(F)F)c1
  2	·
O=C1Nc2ccc(S(=O)(=O)N3CCOCC3)c3cccc1c23
  -1	129
COc1ccc(CC(=O)NCc2ccc3c(c2)OCO3)cc1
  -9	·
COc1ccc(/C=C2\C=C(c3ccc(Cl)cc3)OC2=O)c(OC)c1
  6	·
CN(C)CCCNc1c([N+](=O)[O-])c(=O)oc2ccccc12
  ·	90
CCN(CC)S(=O)(=O)c1ccc2nc(COC(=O)c3n[nH]c4ccccc34)[nH]c2c1
  7	·
COc1ccc(OC)c(NS(=O)(=O)c2cc(OC)ccc2OC)c1
  -9	137
CN(C)S(=O)(=O)c1cccc(C(=O)N2CCN(Cc3ccccc3)CC2)c1
  5	116
O=C(O)c1ccc(-n2cccc2)cc1O
  8	·
CCc1ccc(NC(=O)CSCC(=O)Nc2ccccc2)cc1
  -16	·
Cc1c(C(=O)O)oc2ccc(S(=O)(=O)N3CCC(C)CC3)cc12
  3	98
COc1cc(-c2nnn(CC(=O)NC3CCS(=O)(=O)C3)n2)ccc1OCc1ccccc1 (centres undefined)
  -2	98
COC(=O)c1cc(Br)c(=O)n(Cc2ccc(OC)c(OC)c2)c1
  2	72
O=C(O)CCN1C(=O)c2ccc(Oc3ccc([N+](=O)[O-])cc3)cc2C1=O
  8	·
CCOc1ccc(C(=O)Nc2ccc3oc(-c4ccncc4)nc3c2)cc1Cl
  98*	·
CC(C)CNC(=O)c1cccc(NC(=O)c2ccc(Cl)c([N+](=O)[O-])c2)c1
  8	·
CC(=O)c1ccc(NC(=O)C2CCCN2S(=O)(=O)c2ccc(C)cc2)cc1 (centres undefined)
  4	97
O=C(Nc1ccc2c(c1)OCO2)c1ccc(Br)c(S(=O)(=O)N2CCCC2)c1
  -11	72
O=C(CSc1nnc(CNC(=O)c2ccccc2F)o1)c1ccccc1
  0	99
CCOC(=O)c1ccc(N2C(=O)NC(=O)/C(=C/c3ccc(OC)c(OC)c3)C2=O)cc1
  1	·
O=C1C=C/C(=N\S(=O)(=O)c2ccc(Cl)c([N+](=O)[O-])c2)c2ccccc21
  -1	·
C/C(=N/Nc1ccccc1[N+](=O)[O-])C1CC1
  -1	·
CCOC(=O)c1cc2sccc2n1Cc1ccccc1
  3	99
CC(C)(/C=N/O)/[N+]([O-])=C/c1ccco1
  -3	100
C/C(=N/NC(=O)c1cccc(O)c1)C1CC1
  -8	·
Cc1ccc(NC(=O)C2C(C(=O)O)C3C=CC2C32CC2)cc1 (centres undefined)
  ·	59
Cc1nc(NCCc2cnc[nH]2)c2oc3ccccc3c2n1
  5	·
CCOc1ccccc1NC(=O)c1nc[nH]c1C(=O)Nc1ccccc1OCC
  0	328
CCOC(=O)c1c[nH]c2c(C)ccc(Cl)c2c1=O
  10	·
S=C(Nc1ccccc1)N1CCN(C(c2ccccc2)c2ccccc2)CC1
  4	·
COc1ccc(CNC(=O)C(=O)Nc2ccccc2C)cc1
  3	·
O=C(CN1C(=O)c2ccc([N+](=O)[O-])cc2C1=O)N1CCCCC1
  -4	·
O=C(C1CCN(C2CC(=O)N(c3ccc(F)cc3)C2=O)CC1)N1CCOCC1 (centres undefined)
  4	88
O=C1CC(c2ccccc2)C(C(=O)Nc2ccccc2F)N1 (centres undefined)
  -1	86

The final 4 compounds of the part above come first, to join the parts.
Order of results: HePTP inh	BAP1 inh
COc1ccc(CNC(=O)C(=O)Nc2ccccc2C)cc1
  3	·
O=C(CN1C(=O)c2ccc([N+](=O)[O-])cc2C1=O)N1CCCCC1
  -4	·
O=C(C1CCN(C2CC(=O)N(c3ccc(F)cc3)C2=O)CC1)N1CCOCC1 (centres undefined)
  4	88
O=C1CC(c2ccccc2)C(C(=O)Nc2ccccc2F)N1 (centres undefined)
  -1	86
CCN(CC)S(=O)(=O)c1ccc(NC(=S)Nc2ccccc2)cc1
  -26	·
CCN(c1cccc(C)c1)c1ncnc2nc[nH]c12
  -7	95
Cc1nc2ccccn2c1C(=O)NCc1ccc2c(c1)OCO2
  0	103
CC1CCc2c(sc(NC(=O)CCC(=O)O)c2C(=O)Nc2ccc(Cl)cc2)C1 (centres undefined)
  22	·
COc1ccc(C(=O)Nc2cccc(C(=O)N3CCCC3)c2)cc1
  4	118
COc1ccc(N/C=C/C(=O)c2ccc(Cl)cc2)c(OC)c1
  17	·
CN(C)c1ccc(C(c2nnnn2C(C)(C)C)N2CCc3ccccc3C2)cc1 (centres undefined)
  8	88
Cc1ccc(F)cc1N1C(=O)CSC1c1ccc([N+](=O)[O-])cc1 (centres undefined)
  ·	110
CC1=NOC(=O)/C1=C/c1ccc(OCc2ccc(F)cc2)cc1
  0	·
c1ccc(Cc2nn3c(Cn4cnc5ccccc54)nnc3s2)cc1
  14	83
COc1ccc(N(CC(=O)NC2CCCC2)C(=O)Cn2nnc(-c3ccc(C)cc3)n2)cc1OC
  8	94
COc1ccc(NS(=O)(=O)c2cc(C(=O)c3ccc(Br)cc3)ccc2C)cc1
  0	·
CC1=C(C(=O)Nc2ccccc2C)C(c2ccccc2)NC(=O)N1C (centres undefined)
  5	·
Cc1ccc(S(=O)(=O)Cn2cnnn2)cc1
  -8	92
CCCCN(CC)CCNS(=O)(=O)c1ccc2c(c1)oc(=O)n2C
  8	97

Random excerpt: 2 entries already listed
Order of results: HePTP inh	BAP1 inh
CCN(CC)S(=O)(=O)c1ccc(NC(=S)Nc2ccccc2)cc1
  -26	·
COc1ccc(C(=O)Nc2cccc(C(=O)N3CCCC3)c2)cc1
  4	118

Other results:
Order of results: HePTP inh	BAP1 inh
Nc1cccc(C(=O)Nc2ccc(N)cc2Cl)c1
  2&1	88
CC(C)(C)c1cc(CN2CCOCC2)c(C(=O)O)o1
  6	93
CC(=O)c1cnc(Nc2nc(C)c3ccc(C)cc3n2)nc1C
  4	87
CC(=O)CCc1c(C)[nH]c2ccc(NC(C)=O)cc2c1=O
  2	79
C(=N\n1cnnc1)/c1cc2ccccc2[nH]1
  -12	·
CCN(CC)C(=O)Oc1ccccc1NC(C)=O
  11	95
CN1C(=O)NC(NC(=O)C2CCCCC2)(C(F)(F)F)C1=O (centres undefined)
  10	53
Fc1ccccc1N1CCN(CCCNc2ccc3nncn3n2)CC1
  3	98
Cc1ccc(C2N(c3ccc(F)cc3)C(=O)C3CCCN32)cc1 (centres undefined)
  5	88
O=C(CSc1nnc(-c2c[nH]c3ccccc23)o1)N1CCCCC1
  -8	91
COC(=O)CSc1n[nH]c(-c2ccncc2)n1
  -12	97
CN(CC(=O)Nc1ccc2c(c1)OCCO2)S(=O)(=O)c1cccc2cccnc12
  -13	85
COc1ccc(N2C(=O)c3ccccc3NC2c2ccc(OC)c(CSc3ccccn3)c2)cc1 (centres undefined)
  8	·
CC1(C)CC2CC(C)(CN2C(=O)c2cc(-c3ccccc3O)on2)C1 (centres undefined)
  2	54
COCCn1c(COc2ccc(OC)cc2)nc2ccccc21
  -6	78
CC(=O)c1ccc(NC(=O)c2sc3ccccc3c2Cl)cc1
  0	·
O=C(CCN1C(=O)c2cccc3cccc(c23)C1=O)OCC=Cc1ccccc1
  ·	123
COc1ccc(-c2cnc(SCC(=O)Nc3cc(C)on3)n2Cc2ccco2)cc1
  1	89
Cc1ccc(C(=O)N/C(=C\c2cccc(Br)c2)C(=O)N2CCCCC2)cc1
  -8	·
CS(=O)(=O)N1CCCC(C(=O)NCCc2ccc(Cl)cc2)C1 (centres undefined)
  41	101
C1CCN(c2nc(N3CCCCC3)nc(N3CCNCC3)n2)CC1
  12	63
O=C(O)Cn1c(SC2CCCCC2)nc2ccccc21
  -1	77
O=c1c([N+](=O)[O-])c(-n2ccnc2)c2ccccc2n1-c1ccccc1
  17	·
O=c1[nH]c(/C=C\c2ccccc2Cl)c([N+](=O)[O-])c(=O)[nH]1
  14	·
CCOc1ccc(N2C(=O)/C(=C/c3ccc(C(=O)OC)cc3)SC2=S)cc1
  0	·
Cc1[nH]c2c(Cl)cccc2c(=O)c1CN1CCN(C)CC1
  6	·
COc1ccc(C2NC3=C(CCC3)C3(C#N)C4(N=C(N)C23C#N)OCCO4)cc1 (centres undefined)
  8	105
O=S1(=O)N=C(Nc2cccc(Cl)c2)c2ccccc21
  -1	·
COc1ccc(OC)c(NC(=S)NC(NC(=O)CC(C)C)C(Cl)(Cl)Cl)c1 (centres undefined)
  5	·
NS(=O)(=O)c1ccc(Nc2nc(-c3ccccc3)c3cc(Br)ccc3n2)cc1
  ·	129
COc1ccc(-c2nnc(SCC(=O)NC(=O)NCc3ccco3)o2)cc1
  7	98
CCN(CC)CC(=O)c1c[nH]c2ccc(C)cc12
  10	89
COc1cccc(OCCCCN2CCCC2)c1
  7	·
Cc1ccccc1OCC(O)Cn1c(NCc2ccco2)nc2c1c(=O)[nH]c(=O)n2C (centres undefined)
  4	96
Oc1ccc(C=Nc2ccc(O)cc2)cc1
  -4	·
CCCCn1nc(NC(=O)c2cccs2)c2cc3cc(OC)ccc3nc21
  8	·
COC(=O)CN1C(=O)/C(=C\c2cccs2)SC1=S
  -17	·
O=C(NCc1ccccn1)C1COc2ccccc2O1 (centres undefined)
  4	56
CC(=O)c1c(C)oc(C)c1CSCc1ccc(C(=O)O)o1
  24	70
CCOC(=O)C1Cc2ccccc2CN1 (centres undefined)
  -3	94
O=C(NCCCN1CCCC1=O)c1csc2ccccc12
  4	57
COc1ccc(NC(=O)c2nc[nH]c2C(=O)Nc2ccccc2C)cc1
  -3	45*
CN(C)CC1(c2ccccc2)CCCC1
  -8	114
CC1Cc2ccccc2N1Cc1cc(=O)n2ccsc2n1 (centres undefined)
  2	77
CCOC(=O)N1CCN(c2nc3ccccc3nc2C(C#N)C(=O)NCCc2ccccc2)CC1 (centres undefined)
  -5	60
O=C(C1CCN(S(=O)(=O)c2cnc[nH]2)CC1)N1CCN(Cc2ccc3c(c2)OCO3)CC1
  3	108
CC1=Nn2c(nnc2-c2ccc(F)cc2)SC1
  -14	106
Cc1cc(C(=O)N2CCN(S(C)(=O)=O)CC2)cs1
  6	·
CCCCN(CN1C(=O)C2CC=C(Cl)CC2C1=O)CN1C(=O)C2CC=C(Cl)CC2C1=O (centres undefined)
  -14	·
O=C1NN(c2ccc(Cl)cc2)C(=O)/C1=C\c1ccc(-c2cccc(C(=O)O)c2)o1
  103*	·
O=C(OCCOc1ccccc1)c1sc2ccccc2c1Cl
  2	·
CCC(CC)C(=O)NCCNC(=O)C(CC)CC
  -1	67
N#Cc1c(N2C(=O)C3C4C=CC(C4)C3C2=O)sc2c1CCC2 (centres undefined)
  -1	87
Cc1cccc(N=Cc2ccc([N+](=O)[O-])s2)c1
  -9	·
